# PTK2B oligo ant: Pyk2 (human) oligomerization antagonism; Q14289; Q293 cells, Pyk2 FERM NanoBiT luminescence; active compounds read low; z-score (the deposit names both 25 µM and 10 µM); 99,000 tested, 0.83% active; AID 1347419;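 active = Z-score of -3 or lower, scaled per plate to the spread of control and sample wells; inactive = z-score above -3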;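 also: negative z-score means lost luminescence so less FERM oligomerization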
# PLAP activator: human PLAP activation; 96,000 tested, 1.2% active; purified PLAP enzyme, luminescent substrate read-out; active compounds read high; activation fold at 20 µM; in the data active = activation fold above about 2
# Mac1 fbg inh: CD11b/CD18-fibrinogen binding inhibition. P05107+P11215. inhibition, % at 10 µM. K562 CD11b/CD18 adhesion to fibrinogen, ATPlite luminescence; Mn2+ added to activate the integrin. 93,000 tested, 0.54% active. AID 1497;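 active = primary inhibition of 50% or more at 10 µM, then 40% or more on retest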; also: some results filed as inactive read as strong as hits
# Target sequence (P05107 whole entry, looked up, other chains not shown): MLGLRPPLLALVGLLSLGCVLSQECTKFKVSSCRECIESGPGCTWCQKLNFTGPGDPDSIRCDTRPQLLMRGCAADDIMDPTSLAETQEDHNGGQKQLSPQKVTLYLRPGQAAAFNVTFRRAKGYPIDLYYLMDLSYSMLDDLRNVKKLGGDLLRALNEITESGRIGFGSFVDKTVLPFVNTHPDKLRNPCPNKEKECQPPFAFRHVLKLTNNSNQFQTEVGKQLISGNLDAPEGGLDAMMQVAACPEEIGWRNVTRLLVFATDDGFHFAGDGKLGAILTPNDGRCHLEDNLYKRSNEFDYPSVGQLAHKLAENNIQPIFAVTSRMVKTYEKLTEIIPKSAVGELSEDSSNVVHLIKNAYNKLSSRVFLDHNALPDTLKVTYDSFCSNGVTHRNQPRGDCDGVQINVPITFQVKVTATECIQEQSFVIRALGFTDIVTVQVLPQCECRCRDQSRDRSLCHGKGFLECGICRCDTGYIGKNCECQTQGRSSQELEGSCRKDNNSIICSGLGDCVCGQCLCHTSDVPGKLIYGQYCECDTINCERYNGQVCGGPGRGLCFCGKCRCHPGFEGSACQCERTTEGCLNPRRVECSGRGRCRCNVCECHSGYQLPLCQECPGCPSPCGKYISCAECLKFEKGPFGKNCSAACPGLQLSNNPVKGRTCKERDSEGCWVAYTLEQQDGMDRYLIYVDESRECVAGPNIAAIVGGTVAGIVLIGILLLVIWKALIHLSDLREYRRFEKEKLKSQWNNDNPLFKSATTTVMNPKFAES
# CYP2C19 act: cytochrome P450 2C19 (human) activation | activation factor at 5 µM | recombinant CYP2C19, luciferin-H EGE luminescence; active compounds read high; 0 = fully inhibited enzyme, 1 = untreated enzyme | 96,000 tested, under 10 active | AID 1025;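 active = activation factor of at least 2 at 5 µM in the primary screen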;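 also: 0 = wells with 2.5 mM tranylcypromine and 1 = vehicle-only wells; values of inactives mirror those of a sister screen read the other way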
# MT1-MMP txn act: activates MT1-MMP transcription; HT1080 MT1-MMP promoter luciferase reporter, luminescence, overnight; active compounds read high; activation factor at 10 µM; 86,000 tested, 0.16% active; AID 750;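 active = activation factor of at least 2 for MT1-MMP transcription at 10 µM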
# CYP2C9 act: CYP2C9 (human) activation; activation factor at 5 µM; 96,000 tested, 1.4% active; recombinant CYP2C9, luciferin-H conversion, luminescence; active compounds read high; factor 1 = untreated enzyme, 0 = blocked;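 active = activation factor of 2 or more for CYP2C9 at a 5 µM dose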;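 also: 0 = sulfaphenazole-blocked wells and 1 = vehicle-only wells; values of inactives mirror those of a sister screen read the other way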
# CYP2C19 inh: human CYP2C19 inhibition | CYP2C19 Supersomes, luciferin-H EGE luminescence, 30 min | inhibition, % at 5 µM | 96,000 tested, 21% active | AID 778;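 active = CYP2C19 inhibition above a set limit at 5 µM in the primary screen, cut at about 50% in these data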;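 also: plate controls were negative control wells for no effect and 2.5 mM tranylcypromine positive control for full effect; values of inactives mirror those of a sister screen read the other way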
# CD11b adhes enh: CD11b/CD18-fibrinogen binding enhancement. 93,000 tested, 0.07% active. AID 1499. P05107+P11215. activation, % at 10 µM. K562 CD11b/CD18 adhesion to fibrinogen, ATPlite luminescence;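 active = 10 µM primary screen giving 50% or more activity, confirmed by 40% or more on retest at that dose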; also: strong numbers were not always called active; reference of the scale not given here
# CYP2C9 inhib: inhibitors of human CYP2C9; 96,000 tested, 20% active; P11712; AID 777; CYP2C9 Supersomes, luciferin-H conversion, luminescence; inhibition, % at 5 µM;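 active = blocking of liver enzyme CYP2C9 beyond about 50% at 5 µM, limit read from the data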; also: values of inactives mirror those of a sister screen read the other way
# The depositor's hits bear a star; . = no result given.
mol	PTK2B oligo ant	PLAP activator	Mac1 fbg inh	CYP2C19 act	MT1-MMP txn act	CYP2C9 act	CYP2C19 inh	CD11b adhes enh	CYP2C9 inhib
CCOc1cc2[nH]c(=O)n(CC3CCC(C(=O)NCCCOC)CC3)c(=O)c2cc1OCC (centres undefined)	0.62	1.3	-10	1	1.2	1	-3	-2	4
COc1cc2c(cc1OC)C(c1cc3cc(OC)c(OC)cc3[nH]c1=O)N(C(=O)C1CC1)CC2 (centres undefined)	0.85	1.5	-16	0.7	1	0.4	25	-5	61*
CCCCc1c(C(=O)O)cc(OC)cc1C(=O)O	0.68	0.9	-9	1	1.2	1	0	-1	-5
CN(C)C(=S)NCc1ccccc1	-0.25	0.9	-4	1	1.2	1.1	-4	-2	-6
CCOC(=O)NC(=O)CSc1ccccn1	0.88	0.8	-8	1.1	1.1	1	-14	-1	-4
O=C(NC1(C(F)(F)F)NC(=O)N(Cc2cccnc2)C1=O)c1cccs1 (centres undefined)	1.4	0.9	-11	0.5	1.1	0.6	52*	3	37
CC(=O)c1c(COC(=O)c2cccnc2)nc2ccccc2[n+]1[O-]	-0.03	0.8	-9	0.5	1.1	0.9	48	3	5
COc1ccc(NC(=O)c2cnn3c(C(F)(F)F)cc(-c4ccco4)nc23)cc1OC	0.15	0.8	9	0.7	1	0.8	27	6	22
Cc1cc2c(ccc3[nH]onc32)n1	-0.58	1.2	.	0.7	1.3	1.2	26	.	-25
CCCCC(=O)Nc1ccc2c(c1)OCCO2	-0.26	1	3	0.5	1.6	0.4	50*	-4	60*
CCn1c(O)c(/C=C2\C=Nc3ccccc32)sc1=Nc1ccc(C)cc1	0.12	1	.	1	.	0.9	4	.	14
Cn1c(=O)[nH]c(=O)c2c1ncn2CCN1CCCCC1	-0.48	1	6	1	1.1	1	2	-4	1
CC(C)CC(=O)Nc1cccc(-c2csc(-c3ccccc3)n2)c1	-0.25	1.2	47	0.9	.	0.8	8	-7	16
Cc1oc(-c2ccccc2F)nc1CS(=O)(=O)CC(=O)N1CCCCCC1	.	1.5	3	0.7	1	0.2	28	-2	81*
CCN(CC)S(=O)(=O)c1ccc(N2CCCCC2)c(C(=O)Nc2ccccc2N2CCOCC2)c1	-1.3	1.6	5	0.4	.	0.6	59*	-3	36
COc1ccc(C2NC(=S)N(c3ccccc3)C(C)=C2C(=O)Nc2ccccc2)cc1 (centres undefined)	-0.43	1.5	11	0.7	1.3	0.8	29	-1	17
Cc1cnc(C(=O)OCC(=O)NC(=O)NC(C)C)cn1	0.25	0.9	2	1.1	1	1	-7	0	2
Cc1nn(-c2ccccc2)c(Oc2ccc(F)cc2)c1/C=N/n1cnnc1	0.63	1.2	-4	0.4	1.1	0.4	56*	0	60*
Nc1nc(-c2ccco2)nn1C(=O)c1ccccc1	0.23	1.2	19	0.9	1.2	1.1	8	-5	-8
COc1ccc(-c2nc(C)ncc2N=Nc2ccccc2)cc1	-1.8	0.9	.	0.9	.	0.4	13	.	61*
Cc1ccc(S(=O)(=O)N2CCOCC2)cc1C(=O)NC1CCCCC1	1.3	1.4	1	1	1.1	1	-3	0	-4
CC(=O)N1CCN(C(=O)Cn2c(=O)oc3ccccc32)CC1	0.34	1	-12	0.9	1.1	0.9	8	-3	9
O=C(COC(=O)C1CC1)NCc1ccccc1Cl	0.51	0.9	-3	0.3	.	0.8	70*	-2	18
CCCn1c(NCc2ccc(C)o2)nc2ccccc21	0.55	1.1	-4	0.7	1.2	1	26	0	0

# Full records, looked up by structure. Order of values: PTK2B oligo ant, PLAP activator, Mac1 fbg inh, CYP2C19 act, MT1-MMP txn act, CYP2C9 act, CYP2C19 inh, CD11b adhes enh, CYP2C9 inhib
# Results for COc1ccc(-c2nc(C)ncc2N=Nc2ccccc2)cc1 → -1.8, 0.9, ., 0.9, ., 0.4, 13, ., 61*
# Results for CCN(CC)S(=O)(=O)c1ccc(N2CCCCC2)c(C(=O)Nc2ccccc2N2CCOCC2)c1 → -1.3, 1.6, 5, 0.4, ., 0.6, 59*, -3, 36

# New compounds follow.
mol	PTK2B oligo ant	PLAP activator	Mac1 fbg inh	CYP2C19 act	MT1-MMP txn act	CYP2C9 act	CYP2C19 inh	CD11b adhes enh	CYP2C9 inhib
CCN(CC)S(=O)(=O)c1ccc(NC(=O)Cn2c(=O)oc3ccccc32)cc1	-0.13	0.9	5	0.8	1.1	0.5	23	-1	48
CCN(CC)C(c1ccc(F)cc1)c1nnnn1CC1CCCO1 (centres undefined)	0.84	0.8	8	1.2	.	1.2	-16	-5	-23
O=C(CSc1nnc(-c2cnccn2)n1Cc1ccco1)c1ccc2ccccc2c1	-0.1	1	3	1	.	0.5	4	1	54*
S=c1[nH]nc2c3c4c(sc3ncn12)CCCC4	0.1	1	-14	1.1	.	0.8	-8	-3	20
Cc1cc(C)cc(NC(=O)c2cccn2-c2ncc(C(F)(F)F)cc2Cl)c1	-0.97	0.9	.	0.5	.	0.8	50	.	20
CC(=O)Oc1ccc(-c2csnn2)cc1	2.3	1.1	-8	1.1	.	1.1	-12	-3	-13
Cc1c(C(=O)O)sc2ncn(C)c(=O)c12	0.99	0.9	3	1.1	1.1	0.9	-9	-1	14
Cn1nc(C(=O)Nc2sccc2C(N)=O)ccc1=O	1.7	1.4	-4	0.8	1.1	0.8	18	-1	25
COc1ccc(-c2noc(-c3ccc(Br)o3)n2)cc1OC	0.64	0.7	-17	1	1.5	1.1	4	1	-8
Cc1ccc(C(=O)C2C(=O)c3ccccc3C2=O)cc1	0.23	1	.	0.9	1.1	0.2	13	.	77*
COc1ccc(C(CC(=O)O)NC(=O)C2CCCCC2)cc1 (centres undefined)	0.46	1.1	30	1	1.4	1	2	1	-4
CN1CCN(c2ccc([N+](=O)[O-])cc2S(=O)(=O)N2CCOCC2)CC1	0.46	0.9	.	0.7	.	1.1	27	.	-6
COCCn1c(C)cc(C(=O)CN2C(=O)NC3(CCCCCCC3)C2=O)c1C	-0.32	1.6	-21	0.8	1.8	3.9*	25	-3	-285
O=C(Cn1c(C(=O)N2CCN(C3CCCC3)CC2)cc2sccc21)c1ccccc1	-3	1.2	15	0.2	1.1	0.6	80*	2	40
CCOC(=O)C1CCN(C(=O)C2CCN(S(=O)(=O)c3cccc4cccnc34)CC2)CC1	.	1.4	-10	0.9	1.1	2.3*	6	-1	-129
Cc1ccc(C(=O)CSc2nccn2-c2ccccc2)cc1	2.1	0.9	.	0.4	.	0.7	56*	.	31
CCCCN(C)S(=O)(=O)c1ccc(C(=O)Nc2nnc(CSC)o2)cc1	-0.65	1.3	-6	1	1	0.2	4	-5	85*
O=C(NCc1ccco1)c1ccccc1Br	0.27	0.9	-14	1	1	1	2	2	-2
CCCC(C(=O)NCc1ccco1)N(C(=O)CNS(=O)(=O)c1ccc(Cl)cc1)C1CCCC1 (centres undefined)	1.3	1.6	9	0.1	1.1	0.2	92*	-4	80*
CCOc1cc(S(=O)(=O)Nc2ccc(CC)cc2)ccc1Cl	-2.4	1	76	0.5	1.1	0.2	46	-4	80*
Cc1cccc(C(=O)Nc2ncc(CN3CCOCC3)s2)c1	-1.6	1.1	0	0.9	1.2	1	12	-2	-1
COc1ccc(Cn2nnnc2CN(Cc2cc3cccc(C)c3[nH]c2=O)C2CCCC2)cc1	1.8	1	14	0.5	1	0.4	47	-4	61*
COC(=O)C(NC(=O)C(C)Oc1ccccc1)C(C)C (centres undefined)	-0.77	0.9	-41	0.7	1.1	1	31	1	1
Cc1nn(-c2ncc(C(F)(F)F)cc2Cl)c(=O)n1-c1ccccc1Cl	1.6	0.9	-2	0.9	0.9	1.1	5	-2	-14
O=C(CN1CCN(S(=O)(=O)c2ccc(F)cc2)CC1)Nc1ccc2c(c1)OCO2	0.33	1.1	.	0.6	1.1	0.7	43	.	32
COc1ccc(CCNC(C)=O)cc1	0.96	0.9	1	1	1.1	1.1	-5	-1	-11
COc1ccc(C(=O)N2CCN(c3ccc(C)c(C)c3)CC2)cc1OC	.	1.6	6	0.7	1.1	1.2	34	2	-17
O=C(CN(Cc1cccs1)C(=O)CNC(=O)c1ccco1)NC1CCCCC1	-0.57	1.1	3	0.9	1	0.5	9	-3	50*
COc1ccc(/C=C/C(=O)Nc2nc(C)cc(C)n2)cc1OC	1.4	0.9	3	0.9	.	1.1	14	-5	-14
COc1ccc(NC(=O)C2OC3OC(C)(C)OC3C3OC(C)(C)OC23)cc1 (centres undefined)	-0.28	1	-46	1.1	.	0.7	-6	1	28
Cc1cc(C)c2c(=O)[nH]n(C3CCOC(C)(C)C3)c2n1 (centres undefined)	.	0.9	8	1	1	0.9	0	-8	6
O=C(CN1CCN(C2CCCCC2)CC1)NCCC1=CCCCC1	1.4	1.4	.	0.8	1.2	0.8	16	.	21
Cc1nn(C)cc1/C=N\NC(=O)c1ccc2c(c1)c(C)c(C)n2Cc1ccccc1	-1	.	3	0.2	.	0.2	76*	-4	83*
COc1ccc(N=C2NC(=O)S/C2=C\c2ccc(N(C)C)cc2)cc1	-3.1*	0.9	-4	0.8	1.4	0.1	15	-1	94*
CCS(=O)(=O)N1CCC(NC(C)=O)(c2ccccc2)CC1	0.06	1.1	-3	1.1	1.3	1.1	-10	-1	-12
O=C(CCCc1c[nH]c2ccccc12)N1CCN(S(=O)(=O)c2cccs2)CC1	0.59	0.9	-20	0.9	1.5	1	9	3	-1
COc1cc(Cn2c(C(=O)O)cc3sccc32)cc(OC)c1OC	0.48	1.4	-51	0.3	1.1	0.6	71*	-1	41
C=CCn1c(SCC(=O)NCC2CCCO2)nnc1C1CCCCC1 (centres undefined)	2.1	1.4	-11	0.9	1.2	0.9	8	4	15
Cc1c(NS(=O)(=O)c2ccc3c(c2)OCCO3)cccc1-c1nc2cccnc2s1	.	1.6	62	0	.	0.2	100*	-7	83*
CCOC(=O)C1CCN(C(=O)CNS(=O)(=O)c2cccs2)CC1	-0.71	1	22	0.7	1.2	0.9	31	1	6
O=C(COc1ccccc1Br)NCc1ccco1	0.79	0.9	-12	0.8	1.2	1	23	7	1
O=C(Nc1cccc(-c2cn3ccsc3n2)c1)c1ccccc1	-1.1	1.4	-2	0.4	1.3	0.2	59*	-2	85*
O=C(N/N=C/c1ccc(O)c(O)c1)C1c2ccccc2Oc2ccccc21	-1.4	1	3	1	.	0.4	-4	-4	55*
COc1cc2c(cc1NC(=O)Cn1cnc3c1c(=O)n(C)c(=O)n3C)oc1ccccc12	.	1	-6	1	1.1	1.1	0	-4	-7
O=C1c2ccccc2-c2c1nc1c([n+]2[O-])CCCC1	-0.1	0.9	-9	1.2	1.3	1.2	-19	3	-21
Cc1sc2c(c1C)c(=O)nc1n2Cc2ccccc2-1	.	0.7	-5	1	.	1.3	-3	-4	-34
COC(=O)c1[nH]c2cccc(OC)c2c1NC(=O)CCN1CCN(c2ccccc2F)CC1	.	1.5	-20	0.7	0.9	0.8	32	-5	24
CCC(C)SCc1nc2ccccc2[nH]1 (centres undefined)	-0.11	1	6	0.1	1.5	0.6	93*	-5	36
Cc1ccc(-n2nc3c4c(cccc4c2=O)-c2ccccc2-3)cc1	-0.59	0.8	.	0.8	.	1	17	.	-1
CCCNC1CCS(=O)(=O)C1 (centres undefined)	0.37	1	-1	1	0.9	0.9	4	1	6
CCOC(=O)c1[nH]c(=O)[nH]c1COC(=O)c1cc2ccccc2o1	0.75	2.2*	8	0.9	1.1	0.4	12	3	57*
CS(=O)(=O)N(CC(N)=O)c1ccc2c(c1)OCO2	0.21	0.8	-6	1.1	1	1.1	-8	3	-14
CC(=O)c1ccc(NS(=O)(=O)c2cccc(C)c2)cc1	0.2	0.9	6	0	1.7	0	99*	-5	95*
